Compound activity: PubChem BioAssay, several laboratories
MITF TRPM1 HTS: MITF TRPM1 promoter activation in melanoma cells; SK-MEL-5 TRPM1-promoter luciferase, 24 h; % of positive control, neutral wells = 0; activation, % at 12.5 µM; 300,000 compounds, 0.75% hits; AID 588334;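 active = mean activation of at least 80% with every replicate also reaching 80%; inconclusive = mean reaches 80% but some replicate falls short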;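 also: 0% = neutral control wells and 100% = parthenolide positive control wells; values of inactives mirror those of a sister screen read the other way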
Wnt bcat act: Wnt/beta-catenin pathway activation. 300,000 compounds, 1.2% hits. activation, % at 9.35 µM. Wnt/beta-catenin reporter cell assay, activator, plate reader; in the data active = activation above about 30%, passing the limit was not always enough; inconclusive = no clear call, values can overlap the other calls;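 also: 0% = neutral control wells and 100% = positive control wells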
CDK5 p35 inh: CDK5/p35 (human) kinase inhibition | Q00535+Q15078 | Recombinant CDK5/p35, ADP-Glo luminescence, 60 min | inhibition, % at 10 µM | 330,000 compounds, 0.01% hits | AID 488839;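 active = highest replicate inhibition of at least 50% and at least 75% of replicates reaching 50%; inconclusive = only one of the two criteria met; inactive = both criteria failed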;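 also: plate controls were DMSO neutral control for no effect and GW8510 at 10 µM for full effect; many of its hits are not listed in these tables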
dFosB activator: activators of mouse delta FosB homodimer. P13346. purified delta FosB, TAMRA-CDK5 oligo fluorescence polarization; percent of positive-control signal above neutral wells. activation, % at 25 µM. 340,000 compounds, 0.99% hits;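 active = mean activation above about 17%, with every replicate also reaching it, limit read from the data, passing the limit was not always enough; inconclusive = only one of the two conditions met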;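 also: fluorescence polarization rise as delta FosB binds a TAMRA Cdk5 AP-1 oligo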
Target sequence (P13346 whole entry, looked up): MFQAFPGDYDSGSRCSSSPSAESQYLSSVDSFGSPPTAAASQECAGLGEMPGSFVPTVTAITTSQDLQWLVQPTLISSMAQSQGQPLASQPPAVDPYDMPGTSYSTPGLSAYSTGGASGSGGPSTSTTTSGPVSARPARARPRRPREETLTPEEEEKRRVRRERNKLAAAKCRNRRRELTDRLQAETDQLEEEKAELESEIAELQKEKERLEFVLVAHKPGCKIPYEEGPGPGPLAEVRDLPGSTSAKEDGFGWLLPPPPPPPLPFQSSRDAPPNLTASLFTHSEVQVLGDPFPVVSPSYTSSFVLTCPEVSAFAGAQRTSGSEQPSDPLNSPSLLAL
SR-BI DiI inh: mouse SR-BI HDL lipid transfer inhibition. Q61009. ldlA[mSR-BI] CHO cells, DiI-HDL uptake fluorescence, 3 h. inhibition, % at 12.5 µM. 320,000 compounds, 0.96% hits. AID 488896;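 active = mean replicate inhibition of at least 70% and a set share of replicates each scoring 70 or more; inconclusive = meets just one of the two criteria; inactive = fails both criteria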;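 also: 0% = median of neutral control wells and 100% = median of positive control wells; values of inactives mirror those of a sister screen read the other way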
Target sequence (Q61009 whole entry, looked up): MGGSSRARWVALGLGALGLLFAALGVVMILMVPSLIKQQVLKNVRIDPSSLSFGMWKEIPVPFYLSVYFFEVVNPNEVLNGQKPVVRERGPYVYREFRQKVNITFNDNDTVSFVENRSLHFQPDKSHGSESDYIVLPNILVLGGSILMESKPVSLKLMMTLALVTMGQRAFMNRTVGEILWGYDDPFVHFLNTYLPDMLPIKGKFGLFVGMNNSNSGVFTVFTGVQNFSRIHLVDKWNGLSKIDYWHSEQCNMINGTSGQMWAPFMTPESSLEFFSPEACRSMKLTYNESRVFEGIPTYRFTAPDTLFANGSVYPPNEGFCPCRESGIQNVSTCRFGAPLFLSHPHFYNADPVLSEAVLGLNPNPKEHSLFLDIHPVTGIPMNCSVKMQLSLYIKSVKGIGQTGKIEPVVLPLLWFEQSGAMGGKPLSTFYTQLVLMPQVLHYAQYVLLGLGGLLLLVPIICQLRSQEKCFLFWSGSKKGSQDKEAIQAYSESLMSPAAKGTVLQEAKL
PvdQ inh: blocks Pseudomonas aeruginosa PvdQ acylase activity; purified PvdQ acylase, fluorescence plate reader; inhibition, % at 10 µM; 340,000 compounds, 0.063% hits; AID 488965; in the data active = inhibition above about 30%, passing the limit was not always enough; inconclusive = no clear call, values can overlap the other calls;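 also: 0% = vehicle neutral wells and 100% = reference inhibitor wells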
HTR5A inv ctr: HTR5A inverse agonism, opioid heterodimer counter-screen. P47898. 340,000 compounds, 0.083% hits. HTR5A cell line, luminescence. inhibition, % at 9.3 µM. AID 504634; in the data active = inhibition mostly above about 23%, no sharp cut-off; inactive = mostly below about 18%;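 also: 0% = cells with DMSO and 100% = no-cell wells with DMSO; some compounds called inactive have numbers as strong as hits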
V-ATPase pH: alters yeast V-ATPase proton transport. S. cerevisiae, pHLuorin cytosolic pH fluorescence. response, % at 10 µM. 350,000 compounds, 0.37% hits. AID 504577; in the data active = response mostly above about 7.3%, no sharp cut-off; inactive = mostly below about 5.4%; also: actives read high; inactives centre near 0; some compounds called inactive have numbers as strong as hits; reference of the scale not given here
NSD2 inh: blocks human histone methyltransferase NSD2; O96028; NSD2 peptide methylation, AlphaScreen, 120 min; inhibition, % at 12.5 µM; 310,000 compounds, 0.54% hits; in the data active = inhibition above about 50%
HTR5A ag ctr: HTR5A agonism, opioid heterodimer counter-screen. P47898. HTR5A agonist assay, luminescence, cell-based. AID 504692. activation, % at 9.3 µM. 340,000 compounds, 0.61% hits; in the data active = activation mostly above about 9.5%, no sharp cut-off; inactive = mostly below about 7.6%;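 also: 0% = cells with vehicle only and 100% = reference agonist; strong numbers were not always called active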
Numbers without * were called inactive; ? = inconclusive; . = not tested or not shown.

SMILES	MITF TRPM1 HTS	Wnt bcat act	CDK5 p35 inh	dFosB activator	SR-BI DiI inh	PvdQ inh	HTR5A inv ctr	V-ATPase pH	NSD2 inh	HTR5A ag ctr
CCOc1[nH]n(-c2ccc(Cl)cc2)c(=O)c1C=Nc1ccc(O)cc1	.	-23.3	-0.9	-7.2	48.6	-4.8	-4.7	1.2	-0.1	-1.3
COC(=O)Cc1ccc(OCC(=O)Nc2ccc(OC(F)(F)F)cc2)cc1	1.7	-2.4	-0.9	12.3	-30.8	-7.9	22.5	-0.7	-1.4	-8.4
O=c1ccc(-c2n[nH]c(=S)n2-c2ccc(F)c(Cl)c2)n[nH]1	-1.3	0.3	1.5	1.3	-10.3	-13.6	6.7	-2.0	-1.7	-3.7
CCOc1ccccc1C1C(C#N)=C(N)Oc2cc(N)ccc21 (stereo not drawn)	-2.6	-0.3	1.5	-1.0	10.0	-0.5	-2.0	-4.8	0.6	-0.5
Cc1cc(C)c(OCC(=O)Nc2ccc(NC(=O)c3ccco3)cc2)c([N+](=O)[O-])c1	7.9	.	-0.8	17.6*	63.5	6.7	0.7	0.0	0.1	-0.3
Cc1c(C(=O)Nc2ccncc2)sc2nc(-c3ccccc3)cn12	.	3.5	0.4	-7.8	60.6	-6.3	-23.0	2.2	.	3.6
CC1CC(C)(C)NC2(CCCC2)N1 (stereo not drawn)	-3.8	0.2	-0.4	-0.2	-15.1	-1.1	4.3	-2.6	-5.0	-1.1
Cc1cc(C)cc(NC(=S)NCC2CCN(C(C)c3ccccc3)C2)c1 (stereo not drawn)	-5.3	-0.7	2.6	-1.9	1.1	10.1	-26.1	-3.5	13.7	9.5
NCCCC[C@H]1CNC(=O)C(=O)N1CCC12CC3CC(CC(C3)C1)C2	17.1	-2.2	0.0	-6.5	-16.2	-14.3	-11.9	3.3	.	4.4
Cc1ccc(S(=O)(=O)N2CC(=O)Nc3ccccc32)cc1	-7.6	-3.5	-1.2	1.1	-13.5	-2.7	20.4	-4.3	1.6	-2.5
Cc1cc(C)cc(N2C(=O)CC(c3ccccc3)CC2=O)c1	-5.8	-1.2	-1.7	0.4	33.4	-6.0	-6.5	-5.0	.	2.4
O=C(CN1C(=O)c2cccc3cccc1c23)Nc1ccc(S(=O)(=O)N2CCOCC2)cc1	9.8	.	-2.5	-2.0	24.0	-6.0	-30.8	-3.6	-2.8	5.0
Cc1ccc(C(=O)N/C(=C\c2ccccc2)C(=O)OCc2ccccc2)cc1	74.9	.	0.1	6.4	13.7	-7.3	14.5	6.7	-2.5	-0.8
Cc1cc(/C=C2\NC(=O)NC2=O)c(C)n1-c1ccc(N2CCOCC2)cc1	.	-4.8	-4.7	-0.3	6.3	-8.1	-25.9	1.1	3.8	-0.5
COc1c(O)ccc2cnn(-c3ccccc3C)c(=O)c12	1.1	.	-3.6	6.0	8.4	-7.4	-9.4	2.0	3.9	-1.3
O=C(NCCc1ccccc1)c1cccc(S(=O)(=O)NCc2ccccc2)c1	-1.3	4.1	-1.1	-5.5	-6.1	-11.3	4.2	3.8	0.1	-1.6
COc1ccc([N+](=O)[O-])cc1NC(=O)C(C)OC(=O)C1CCC1 (stereo not drawn)	-0.2	-3.3	-2.1	-2.0	12.6	22.3	4.8	-20.0	1.1	2.4
COc1cccc(NC(=O)C(Cc2ccccc2)n2cccc2)c1 (stereo not drawn)	1.6	-0.3	2.2	-15.9	.	-17.9	5.3	-3.9	-1.1	-1.9
CCOC(=O)c1c(NC(=O)COC(=O)c2nccnc2N)sc2c1CCC2	-6.4	-9.8	1.0	-3.2	-11.1	15.4	-11.3	-1.5	0.3	4.5
CCN(CC)CCNC(=O)c1ccc(NC(=O)c2cc(S(=O)(=O)N3CCCCC3)ccc2N2CCOCC2)cc1	11.7	-0.5	0.8	-18.4	-52.5	-14.7	4.5	2.6	7.1	3.6
S=c1[nH]nc(CCc2ccccc2)n1Cc1ccccc1	-12.6	-5.7	-0.9	4.9	-2.2	-3.2	15.2	4.2	-0.7	0.7
O=C(NCc1ccco1)Oc1ccccc1	20.1	.	1.2	-8.7	-8.8	-5.2	7.6	-2.1	0.2	5.3
CC(NC(=O)NC(N)=O)(C(F)(F)F)C(F)(F)F	-6.2	-0.7	-4.5	-4.0	7.1	-15.0	-20.7	0.6	-1.9	8.0
CCN(Cc1ccncc1)Cc1ccc(OC)c(OC)c1	1.6	-0.5	-0.1	-0.8	-11.6	-14.2	-0.1	-0.4	11.2	0.0
CN1C(=O)CC(Sc2ccccc2C(=O)O)C1=O (stereo not drawn)	-3.0	-0.8	-1.6	7.3	-41.5	4.0	18.5	2.0	-2.2	4.6
CCc1cc(C(=O)N2CCCc3ccccc32)sc1C	0.7	0.4	0.4	6.7	64.4	-10.7	-5.6	-0.3	-4.2	2.3
COc1ccc(Cl)cc1NC(=O)CSc1nc(NS(=O)(=O)c2ccc(C)cc2)cc(=O)[nH]1	-1.8	-2.1	-1.2	28.5*	-2.1	5.3	2.5	-4.6	-2.7	3.3
O=C(CSC1=NS(=O)(=O)c2cc(F)ccc2N1)NCc1ccccc1Cl	6.9	0.8	-2.0	-8.8	-8.6	-9.9	7.5	0.2	0.3	-3.1
COc1ccc(/C=C2\N=C(C)N(c3ccc(C(=O)O)cc3)C2=O)cc1OC	1.3	.	0.3	6.0	0.4	-5.9	-16.0	0.2	-1.4	5.2
CC(C)[C@H](NC(=O)c1ccccc1Cl)C(=O)OCC(=O)N1CCCCC1	20.7	-0.4	-0.2	1.3	-13.2	0.5	-4.5	-1.1	-0.8	1.3
CCOC(=O)c1[nH]c(C)c(C(=O)Nc2ccc(C)c(Cl)c2)c1C	-0.7	-9.6	0.1	8.7	57.9	-18.6	-2.5	1.9	1.8	-3.8
CN1CC(=O)N/C1=N\C(=O)Nc1ccc2c(c1)N(C)C(=O)CS2	6.3	-15.2	-0.7	-8.5	-4.9	9.1	-7.1	1.5	-0.8	-2.7
COc1ccc(/C=C(\NC(=O)c2ccc(C)cc2)C(=O)Nc2ccc(C(=O)O)cc2)cc1	8.0	2.5	-0.3	-4.7	-21.1	-8.9	5.4	-0.8	-1.4	-1.5
CC(C)CNC(=O)COC(=O)c1ccc2c(c1)C(=O)N(Cc1ccco1)C2=O	-8.5	0.3	0.5	-1.6	.	2.9	-23.4	-1.0	-14.3	-5.2
CN(C)c1ccc(P(=O)(OCc2ccccc2)C(O)c2ccc(Cl)cc2)cc1 (stereo not drawn)	.	0.2	-0.9	-15.2	-0.6	-5.6	-5.0	-4.7	29.8	-2.8
Cc1cccc2nc(CSc3nc4[nH]ncc4c(=O)n3-c3ccccc3Cl)cc(=O)n12	-17.4	18.5	-1.5	-17.5	-3.0	-1.4	8.3	1.9	0.4	6.2
Cc1ccc(C)c(-c2cc(C(=O)Nc3sc(C)c(C)c3C(N)=O)c3ccccc3n2)c1	-13.2	.	-0.2	-6.2	56.1	1.0	11.4	-1.0	-1.5	-1.0
COc1ccc(-c2noc(CCC(=O)NCCc3ccccc3)n2)cc1	-1.3	0.0	-0.2	-6.4	-19.3	-16.7	13.8	-3.6	-0.4	-3.9
COc1cccc(NC(=O)Cn2c(=O)n(CCC(=O)NCc3ccco3)c(=O)c3ccccc32)c1	6.7	-2.8	-1.3	?	.	-9.1	1.8	-2.7	2.4	2.2
COc1ccc(OC)c(C2CC(=O)N3CN(c4ccc(C)c(Cl)c4)CSC3=C2C#N)c1 (stereo not drawn)	.	1.6	1.2	-9.4	21.6	-7.9	1.8	-1.5	.	-3.6
O=C(NCc1nc2ccccc2[nH]1)C1=C[C@H](c2ccc(C(F)(F)F)cc2)C[C@H](OCCCCO)O1	-19.6	-3.8	-0.9	0.8	4.1	-8.5	2.8	10.8	.	-1.0
COc1ccc(CN2C(=O)c3ccccc3C2=O)cc1	.	5.8	4.1	1.6	13.5	8.8	10.5	4.2	-3.3	-3.1
C=CCc1cc(C=O)cc(OC)c1OCc1ccc(C(=O)O)cc1	-10.4	-1.7	2.6	-13.1	-0.3	-4.5	-2.0	1.5	-1.9	0.8
Cc1nn(CC(=O)N2CCN(Cc3ccccc3)CC2)c(=O)c2ccccc12	-4.2	.	-1.0	-5.8	-19.4	-7.1	10.6	2.1	-1.5	4.2
O=C(NCCCN1CCOCC1)C(=O)NCc1ccco1	-3.5	0.1	0.4	-4.2	-22.8	9.4	5.8	7.8	-0.7	-2.2
NC(=O)c1ccc(NC(=O)CCN=C2NS(=O)(=O)c3ccccc32)cc1	6.8	-0.3	-0.4	-12.0	-0.2	-6.9	15.6	0.9	-0.4	5.0
Cc1c(Cl)cccc1NC(=O)NCc1ccccn1	2.4	2.4	-1.2	-9.3	-16.9	4.3	17.0	-1.8	.	-0.1
COc1cc(/C=N/NC(=S)Nc2cccc(C(=O)O)c2)ccc1O	-39.9	-5.5	0.7	2.2	12.4	5.6	38.2	0.3	-0.5	-0.2
O=C(O)CCCC(=O)Nc1ccc(S(=O)(=O)Nc2nccs2)cc1	2.6	-1.1	0.0	-4.4	.	-10.7	-0.8	-1.9	1.1	0.2
O=C(CNS(=O)(=O)c1ccc(Br)s1)N1CCCC1	-0.4	.	-1.1	1.4	-7.2	-11.3	16.6	3.9	-0.8	-7.0
C=CCn1c(SCC(=O)N(CCOC)c2c(N)n(CCCC)c(=O)[nH]c2=O)nnc1-c1ccc(Cl)cc1	8.2	-4.9	1.5	-0.9	-11.8	3.6	-26.9	-1.2	-5.9	10.3
CCOc1ccc(N=Cc2ccccc2O)cc1	0.8	-1.5	2.5	5.1	-6.4	-17.1	3.0	-0.4	.	-0.7
O=C(c1ccc2c(=O)n(Cc3ccco3)c(=S)[nH]c2c1)N1CCN(Cc2ccccc2)CC1	.	-3.0	2.1	-14.4	-6.6	-12.5	-9.4	-1.2	0.7	-1.1
O=C(c1ccc(S(=O)(=O)Nc2ccccc2Cl)cc1)N1CCOCC1	-3.0	-0.9	-0.5	2.3	-29.1	-1.9	-3.6	2.5	-1.6	1.2
CC1C(Br)C(=O)NC(=O)N1Cc1ccccc1 (stereo not drawn)	-1.7	-0.3	0.6	7.2	-15.8	1.0	14.9	4.5	-3.8	0.6
CCN(CC)CCC(c1cc(OC)c(OC)c(OC)c1)c1c(OC)cc(OC)c2c(C)cc(=O)oc12 (stereo not drawn)	2.1	-1.1	1.9	-3.3	-16.8	-15.6	7.3	0.3	.	-2.0
NC(=O)c1ccc(NC(=O)COC(=O)CC23CC4CC(CC(Br)(C4)C2)C3)cc1	1.3	-3.8	-0.2	-11.2	-6.0	11.1	-4.4	-5.9	-1.6	1.1
c1cncc(-c2nnc(-c3ccco3)o2)c1	24.9	.	-1.4	2.2	-19.3	-5.7	-31.3	-2.9	17.0	12.1
CSc1nnc(-c2cccc(C)c2)n1N	11.7	.	0.2	3.7	-34.2	7.2	2.1	-5.8	-1.3	-1.0
